Anesthetic bind = candidate novel general anesthetic via apoferritin binding; P02791; apoferritin/1-aminoanthracene competitive binding, fluorescence; Potency, µM (highest dose often 77.5 µM), for the others: top-dose activity change, negative = displacement, most hits filed as inhibitors; actives 0.074% (n = 350,000); AID 485281; note: potency is the fitted concentration of half-maximal effect; % is set by controls: 0 for no effect and ±100 for the full control effect; nearly all actives have a fitted effect of over 20% in size
Target sequence (P02791 2-175 limits assumed): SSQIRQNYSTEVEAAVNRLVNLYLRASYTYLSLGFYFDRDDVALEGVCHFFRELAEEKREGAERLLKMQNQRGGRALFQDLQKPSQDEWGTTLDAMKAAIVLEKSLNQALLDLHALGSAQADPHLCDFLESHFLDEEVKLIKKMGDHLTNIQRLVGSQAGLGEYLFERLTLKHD
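Horse-spleen apoferritin (10 uM) was mixed with 50% saturated 1-aminoanthracene in PBS, exposed to compounds for 10 min at room temperature, and read for fluorescence (ex 380 nm, em 535 nm). Competitive displacement was fitted with a four-parameter Hill equation.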
TRHR PAM = allosterically enhances the human TRH receptor | P34981 | TRHR cells, fluo-8 calcium fluorescence, EC20 TRH enhancement | enhancement, % at 2 µM | actives 0.66% (n = 360,000) | AID 493056; in the data active = enhancement above about 30%; note: 0% is about no effect
Target sequence (P34981 whole entry, looked up): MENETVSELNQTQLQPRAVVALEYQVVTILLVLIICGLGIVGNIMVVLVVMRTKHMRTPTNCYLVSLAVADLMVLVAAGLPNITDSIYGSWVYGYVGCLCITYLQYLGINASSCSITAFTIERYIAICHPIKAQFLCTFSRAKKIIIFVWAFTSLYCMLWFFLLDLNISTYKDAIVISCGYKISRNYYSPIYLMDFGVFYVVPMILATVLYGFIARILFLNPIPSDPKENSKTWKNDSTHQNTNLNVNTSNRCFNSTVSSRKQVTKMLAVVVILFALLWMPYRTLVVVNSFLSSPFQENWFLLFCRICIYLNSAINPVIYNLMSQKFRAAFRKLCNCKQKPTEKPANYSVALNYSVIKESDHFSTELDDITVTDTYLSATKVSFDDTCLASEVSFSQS
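TRHR-expressing cells loaded with fluo-8 calcium dye were read kinetically (ex 480/em 530) during compound addition, then stimulated with an EC20 of TRH (10 nM final). Enhancement of the Gq-mediated intracellular calcium response was scored.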
RXFP1 antagonist = RXFP1 (human) relaxin receptor antagonism; HEK293-RXFP1, relaxin-stimulated cAMP HTRF, 30 min; stronger effect = lower value; activity change, negative = inhibition, % at 57.5 µM; actives 0.59% (n = 350,000); AID 1259400;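 active = activity change of -60% or lower, but not beyond a set lower limit; inconclusive = change between -60% and -40%, or beyond the set limit; inactive = change above -40%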; note: % is set by controls: 0 for no effect and ±100 for the full control effect
RXFP1 ag = agonists of human relaxin receptor RXFP1; actives 0.3% (n = 370,000); Potency, µM (doses to about 57.5 µM), without a hit: at the top dose activation, hits mostly activators; HEK293T-RXFP1 cAMP TR-FRET, 30 min; response scale: percent of porcine relaxin response, buffer zero; Q9HBX9; note: potency is the fitted concentration of half-maximal effect; % is set by controls: 0 for no effect and ±100 for the full control effect; nearly all actives have a fitted effect of over 60% in size; many of its hits are not listed in these tables
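HEK293T cells stably expressing RXFP1 were pretreated with the PDE4 inhibitor Ro 20174, exposed to compounds for 30 min at 37C, lysed, and cAMP was read by TR-FRET. Data normalized to buffer (basal) and 29 nM porcine relaxin (100%).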
D1 antag = human D1 dopamine receptor antagonism. P21728. activity change, negative = inhibition, % at 10 µM. AID 504652. HEK293 TREx D1 cells, calcium flux, dopamine EC80; stronger effect = lower value. actives 3.2% (n = 360,000); in the data active = activity change below about -30%; note: % is set by controls: 0 for no effect and ±100 for the full control effect
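After overnight tetracycline induction at 30 C, force-coupled D1 HEK293 cells took up a no-wash calcium dye at room temperature. Compounds were added and monitored 180 s, and the response to EC80 dopamine was then recorded.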
D1 agonist = agonists of human D1 dopamine receptor. P21728. HEK293 T-REx D1 cells, calcium flux, agonist mode. activation, % at 2 µM. AID 504660. actives 1% (n = 360,000); in the data active = activation above about 30%; note: 0% is about no effect
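Inducible HEK293 T-REx D1 cells, force-coupled to calcium signalling, were plated at 4000 cells/well with tetracycline and held overnight at 30 C. After no-wash calcium dye loading, compound-evoked calcium rise over 180 s flagged agonists.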
D1 potentiator = potentiators of human D1 dopamine receptor; HEK293 TREx D1 cells, calcium flux, dopamine EC20 potentiation; potentiation, % at 10 µM; actives 0.036% (n = 360,000); AID 504651; in the data active = potentiation above about 30%; note: 0% is about no effect
D2 PAM = positively modulates the human D2 dopamine receptor allosterically | AID 485347 | actives 0.34% (n = 340,000) | P14416 | HEK293 T-REx D2, calcium flux, EC20 dopamine potentiation | potentiation, % at 10 µM;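 active = potentiation over 3 SD above the plate norm, cut at about 30% in these data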; note: 0% is about no effect
Target sequence (P14416 whole entry, looked up): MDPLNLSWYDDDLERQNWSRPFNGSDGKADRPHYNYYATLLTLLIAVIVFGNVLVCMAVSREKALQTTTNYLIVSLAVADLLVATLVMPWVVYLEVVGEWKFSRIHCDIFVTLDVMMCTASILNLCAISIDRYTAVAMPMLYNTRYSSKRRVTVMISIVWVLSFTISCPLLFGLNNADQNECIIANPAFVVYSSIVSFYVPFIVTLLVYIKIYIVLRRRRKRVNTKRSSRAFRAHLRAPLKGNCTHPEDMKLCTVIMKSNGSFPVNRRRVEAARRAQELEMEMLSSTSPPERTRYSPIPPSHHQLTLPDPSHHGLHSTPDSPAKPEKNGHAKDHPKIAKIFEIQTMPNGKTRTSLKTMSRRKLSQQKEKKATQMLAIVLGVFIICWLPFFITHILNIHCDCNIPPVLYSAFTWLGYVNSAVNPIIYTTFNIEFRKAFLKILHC
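Primary screen. Calcium kinetics in induced HEK293 T-REx D2 cells: compound pre-addition 180 s, EC20 dopamine, 180 s more.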
TRHR agonist = activates the human TRH receptor. TRHR cells, calcium flux fluo-8, FDSS agonist mode. activation, % at 2 µM. actives 0.18% (n = 360,000). AID 493084; in the data active = activation above about 30%; note: 0% is about no effect
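Steps: seed TRHR cells overnight; add fluo-8 no-wash Ca dye, RT 30 min–1.5 h; record 10 s baseline; pin-transfer compounds; monitor fluorescence 1 cycle/s for the agonist window. Calcium increases flag candidate agonists.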
* marks the source's active call; other numbers are inactive results; ? = inconclusive; . = no result given; & = joins results of further samples. Unless noted, calls come from the whole dose curve; as a rule, active = well fitted curve in the direction sought with a large enough effect; inconclusive = small, poorly fitted or top-dose-only effect, or another doubt; inactive = no such curve, though single readings can be large; an effect the other way counts as inactive or inconclusive.

SMILES	Anesthetic bind	TRHR PAM	RXFP1 antagonist	RXFP1 ag	D1 antag	D1 agonist	D1 potentiator	D2 PAM	TRHR agonist
Cc1cc(NC(c2ccc(Cl)cc2)c2ccc3cccnc3c2O)no1 (configuration not stated)	-19%	-1	-11	-0.5%	3	4	-1	-1	0.9
O=c1c2nnn(-c3ccccc3)c2ncn1C/C=C/c1ccccc1	-11%	2	0	1.2%	9	3	-7	3	-0.1
CC(=O)c1ccc(NC(=O)C(C)N(C)CC(=O)Nc2ccc(Cl)cc2)cc1 (configuration not stated)	-17%	6	-11	-0.8%	-14	9	-6	.	0.1
CN(Cc1cnccn1)Cc1cn(Cc2ccccc2)nc1-c1ccc2c(c1)OCO2	-12%	-2	-9	4.2%	-5	2	-5	9	0.6
COc1cccc(C(=O)N(Cc2cc3cc(C)ccc3[nH]c2=O)C(C)C)c1	-15%	15	-3	0.9%	-4	5	-2	9	-0.8
Cc1onc(-c2ccccc2)c1C(=O)NNC(=S)NC(=O)c1ccc(Cl)cc1Cl	-14%	2	-26	1.5%	58	308*	16	-4	35*
Cc1ccc(Cl)c2sc(NC(=O)C3CC3)nc12	-7%	-3	-4	4.8%	5	5	-5	-6	0.5
Cc1cc(C)n(CC(=O)NNC(=O)CC(C)c2ccccc2)n1 (configuration not stated)	.	-10	14	-0.1%	11	0	-8	-11	0.4
COc1cc2c(cc1NC(=O)COC(=O)/C=C/c1ccccc1)oc1ccccc12	5%	1	-5	3.5%	-4	1	-8	-3	-0.4
CCN1C(=O)/C(=C2/C=Cc3ccccc3N2CC)SC1=S	?	1	1	-2.3%	-18	-1	-7	7	0.3
COC(=O)c1c(NC(=O)COC(=O)c2ccccn2)sc(C)c1C	.	-6	-6	-0.2%	13	-1	-4	9	-0.7
O=S(=O)(/N=C(/Nc1ccc(Cl)cc1Cl)c1ccccc1)c1cccs1	?	-2	-3	-0.9%	9	2	-4	8	-0.6
Cc1ccc(N2CC(C(=O)OCc3ccc([N+](=O)[O-])cc3)CC2=O)cc1 (configuration not stated)	?	12	5	2.5%	-26	25	-12	31*	-0.7
CS(=O)(=O)N(CC(=O)Nc1cccc([N+](=O)[O-])c1)c1ccccc1	-14%	3	-7	0.9%	8	3	3	1	1.1
C=CCn1c(C(C)NC(=O)CCC)nc2ccccc21 (configuration not stated)	2%	5	-20	-1.0%	10	3	1	7	-0.8
Cc1nc(NC(=O)CSc2nnc(N)s2)c(Cl)cc1Cl	-18%	-1	-12	3.1%	0	0	-2	2	-0.8
Cn1c(=O)c2c(ncn2CCCC(=N)N2CCOCC2)n(C)c1=O	-6%	-2	19	?	-17	1	-3	4	0.3
CC(C)(C)c1[nH]nc2c1C(c1ccco1)C(C#N)=C(N)O2 (configuration not stated)	-7%	14	-8	-0.3%	-14	0	7	.	0.0
O=C(NCCc1ccc(Cl)cc1)c1nnc(Cc2ccc(Cl)cc2)o1	-9%	-3	.	2.1%	1	0	-1	15	-1.0
COc1ccccc1C(=O)N/N=C(\C)c1ccc(NC(=O)C2CC2)cc1	-6%	2	-3	3.5%	1	1	1	7	0.6
O=C(C1CCCN(Cc2cccnc2)C1)N1CCCCC1 (configuration not stated)	-7%	1	-8	0.5%	25	5	1	-2	0.4
Cc1c(C(=O)Nc2ccc(F)c(Cl)c2)oc2ccc(S(=O)(=O)N(C)C3CCCCC3)cc12	-14%	6	-13	3.6%	-21	2	-2	7	0.0
CCCCNS(=O)(=O)c1ccc2nc(SCC(=O)c3ccccc3OC)[nH]c2c1	?	10	-33	0.1%	-8	4	-6	.	0.1
O=C(c1ccc(Cl)s1)N1CCN(c2ncccn2)CC1	-4%	-6	-3	2.3%	3	4	-3	-3	0.1
COc1ccc(C(=O)N[C@H](C(=O)NCc2cccs2)C(C)C)cc1	0%	-3	-1	1.0%	3	5	-2	-2	0.3
O=C(NC(=S)Nc1ccc(N2CCOCC2)c(Cl)c1)c1cccs1	?	-1	-18	0.2%	-7	2	4	12	0.5
COc1cccc2[nH]c(C(=O)NN)c(N)c12	-16%	6	-8	-0.8%	5	2	9	7	0.1
Cc1ccccc1C(=O)Nc1ccc2nc3n(c(=O)c2c1)CCC3	0%	-13	.	5.2%	-10	0	.	-3	0.1
O=C(COC(=O)c1cc(Cl)ccc1[N+](=O)[O-])NCc1ccc(Cl)cc1Cl	-12%	39*	-2	1.9%	-11	1	10	1	0.1
Cc1ccc(S(=O)(=O)c2nc(NN(C)C)sc2Cl)cc1	?	2	-22	0.7%	-10	5	1	19	0.4
CCOCCCNC(=O)CN1C(=O)C(CC)Oc2ccccc21 (configuration not stated)	-5%	-1	-5	1.2%	-24	0	-4	3	0.7
CCOC(=O)c1c(NC(=O)CN2CCOCC2)sc(C(=O)NC)c1C	-7%	-1	-7	4.1%	-2	2	-5	9	1.6
CC1CCCC(C)N1C(=O)CSc1nnc(CSc2ncccn2)n1C (configuration not stated)	-8%	13	-1	1.3%	-8	1	-9	-18	0.6
OC1(c2ccc(Cl)c(Cl)c2)C[n+]2ccccc2N1Cc1ccccc1 (configuration not stated)	1%	6	-69*	-0.2%	7	1	-5	9	0.8
Cn1cc(C(=O)c2ccc(F)cc2)cc1-c1nc2ccccc2n1C	0%	-13	-9	0.2%	-3	4	-2	0	0.2
O=C(Nc1ccc2c(c1)OCCO2)C1CC(c2ccccc2Cl)=NO1 (configuration not stated)	-3%	-5	0	0.1%	-21	7	-3	6	1.6

Some values from the list.
Cc1ccccc1C(=O)Nc1ccc2nc3n(c(=O)c2c1)CCC3 | TRHR PAM: -13
Cc1ccc(S(=O)(=O)c2nc(NN(C)C)sc2Cl)cc1 | D1 potentiator: 1
O=c1c2nnn(-c3ccccc3)c2ncn1C/C=C/c1ccccc1 | TRHR PAM: 2
Cc1cc(C)n(CC(=O)NNC(=O)CC(C)c2ccccc2)n1 (configuration not stated) | RXFP1 ag: -0.1%
C=CCn1c(C(C)NC(=O)CCC)nc2ccccc21 (configuration not stated) | RXFP1 antagonist: -20

Further records
SMILES	Anesthetic bind	TRHR PAM	RXFP1 antagonist	RXFP1 ag	D1 antag	D1 agonist	D1 potentiator	D2 PAM	TRHR agonist
Cc1nnc(SCC(=O)NC2CCS(=O)(=O)C2)n1-c1ccccc1 (configuration not stated)	-2%	-4	-15	1.8%	-28	0	1	9	-0.9
O=S(=O)(Nc1cccc(S(=O)(=O)N2CCOCC2)c1)c1cccs1	-4%	1	2	1.2%	0	1	1	-11	0.1
COc1ccccc1OCc1nc(-c2ccc([N+](=O)[O-])cc2)no1	-14%	-8	-10	-1.2%	-14	11	-13	-13	0.0
CC(C)(C)c1cc2ncnc(N3CCCCC3)c2s1	-8%	-9	-17	0.0%	3	10	-4	13	-2.8
O=C(Cc1cccc2ccccc12)N/N=C/c1ccc2cccc(O)c2n1	-20%	1	-19	0.0%	8	1	-4	-2	-0.2
Cc1ccc(C(=O)c2c3ccc(C(F)(F)F)cc3[n+]([O-])n2CCC(N)=O)cc1	-13%	-6	.	-0.8%	-14	-1	-1	5	-0.5
Cc1nn(S(=O)(=O)N(C)C)c(C)c1CN1C(=O)c2ccccc2C1=O	-6%	-3	29	-1.4%	1	5	12	10	0.0
CCc1ccc(NC(=O)CCC(=O)c2ccccc2)cc1	4%	10	3	-2.8%	-4	2	2	12	-0.3
O=C(N/N=C/c1cccnc1)c1ccc2c(c1)OCO2	-2%	-1	-11	0.8%	-35*	3	-3	-8	-0.1
Cc1cc(/C=C(/C#N)c2cccc(F)c2)c(C)n1-c1cccnc1	-3%	-5	-14	-0.7%	-16	4	-6	.	-0.5
Cc1ccc(-c2c(C)sc3nc[nH]c(=O)c23)cc1C	?	47*	2	4.4%	-35*	2	-21	2	-0.7
COc1ccc(N2CCN(c3oc(-c4ccc(OC)c(OC)c4)nc3C#N)CC2)cc1	-3%	2	-3	4.9%	15	2	-6	5	0.2

With a hit mark in D1 antag (from the list above):
Structure | Anesthetic bind | TRHR PAM | RXFP1 antagonist | D1 antag | D1 agonist | D1 potentiator | D2 PAM
O=C(N/N=C/c1cccnc1)c1ccc2c(c1)OCO2 | -2% | -1 | -11 | -35* | 3 | -3 | -8
Cc1ccc(-c2c(C)sc3nc[nH]c(=O)c23)cc1C | ? | 47* | 2 | -35* | 2 | -21 | 2

Following part:
SMILES	Anesthetic bind	TRHR PAM	RXFP1 antagonist	RXFP1 ag	D1 antag	D1 agonist	D1 potentiator	D2 PAM	TRHR agonist
C=CCOC(=O)C1=C(C)NC(SCC(=O)NC(=O)OCC)=C(C#N)C1c1cccnc1 (configuration not stated)	-19%	0	2&13	2.2%	-12	-1	-4	10	0.7
CC1OC(Nc2ccc(N=Nc3ccccc3)cc2)C(O)C(O)C1O (configuration not stated)	?	-4	-7	0.6%	-10	31*	-5	-2	0.6
COC(=O)c1nn(-c2ccccc2)ccc1=O	-8%	-3	2	5.0%	33	4	4	1	0.9
COc1ccc(-c2nsc(NC(=O)c3oc4cc(C)c(C)cc4c3C)n2)cc1	3%	8	23	-1.8%	3	-1	3	14	2.3
Cc1cc(C(=O)N2CCN(c3ncccn3)CC2)c2cc(F)ccc2n1	-10%	-2	-6	1.3%	-8	1	-4	-2	-0.2
O=C(Nc1cccc(O)c1)C1CC(c2ccc(Cl)cc2)=NO1 (configuration not stated)	-14%	0	-10	-0.3%	-20	7	-5	-4	-0.4
CCC/C(O)=C1\C(=O)CC(C)(C)CC1=Nc1ccccc1OC	-21%	-1	-5	-0.3%	-15	1	-1	5	0.2
O=C(CC1N=C2c3ccccc3N=C(SCc3ccccc3Cl)N2C1=O)NCc1cccs1 (configuration not stated)	-22%	-3	-4	2.6%	23	1	3	-7	-0.1
O=C(CSc1nc2c([nH]c3ccccc32)c(=O)n1-c1ccc(Cl)cc1)N1CCCCCC1	-5%	-3	.	2.9%	-2	2	-4	.	0.0
Cc1cccc(N2CC(O)(c3cccs3)[N+]3=C2CCCCC3)c1 (configuration not stated)	-6%	3	0	-0.2%	3	0	1	-4	0.1
Cc1c(C(=O)N(C)CCCCN2CCOCC2)oc2c(F)cccc12	-7%	-6	-2	-3.3%	1	0	13	-10	0.7
N#C/C(=C\c1ccc(-c2cccc([N+](=O)[O-])c2)o1)C(=O)NCCN1CCOCC1	?	-1	2	-0.2%	-21	-3	1	-12	-1.0
COc1ccc(-n2nc(C(=O)NCC(=O)NCCCN3CCCCCC3)c3ccccc3c2=O)cc1Cl	-23%	-2	-13	4.2%	5	3	3	8	-0.2
CC(=O)Nc1ccc(S(=O)(=O)/N=C2/NC(=O)/C(=C\c3ccco3)S2)cc1	-8%	1	-13	0.0%	3	5	-12	9	-0.7

Screening data deposited in PubChem BioAssay by National Center for Advancing Translational Sciences (NCATS).

A portion of the library (hit frequency here may not be typical).
